Screening data: PubChem, Fisher Drug Discovery Resource Center
mcGAS MS inh: blocks mouse cGAS cGAMP production | recombinant mouse cGAS, cGAMP by RapidFire MS | inhibition, % at 12.5 µM | 130,000 compounds, 0.18% hits;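 active means inhibition of cGAS enzyme activity at or above 60%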;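 further: enzyme stimulated by 45 bp dsDNA with ATP and GTP substrates; cGAMP share of summed cGAMP plus half ATP and half GTP signals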
Target sequence (Q8C6L5 whole entry, looked up): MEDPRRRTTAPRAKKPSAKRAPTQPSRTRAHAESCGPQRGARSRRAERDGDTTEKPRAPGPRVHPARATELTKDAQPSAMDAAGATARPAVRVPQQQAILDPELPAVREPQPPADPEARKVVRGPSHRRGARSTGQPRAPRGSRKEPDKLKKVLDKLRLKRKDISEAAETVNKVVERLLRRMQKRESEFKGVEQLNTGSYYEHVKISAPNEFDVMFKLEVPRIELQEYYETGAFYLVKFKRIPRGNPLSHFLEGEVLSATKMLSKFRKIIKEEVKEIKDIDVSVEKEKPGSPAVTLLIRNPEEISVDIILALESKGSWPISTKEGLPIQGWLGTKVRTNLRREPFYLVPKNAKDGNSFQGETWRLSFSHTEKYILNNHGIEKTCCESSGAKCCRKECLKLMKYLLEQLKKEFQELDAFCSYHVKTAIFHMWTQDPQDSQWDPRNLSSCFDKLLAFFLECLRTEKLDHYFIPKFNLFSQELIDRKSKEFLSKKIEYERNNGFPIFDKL
* = called active by the depositor; & = joins results of further samples. Some of the compounds tested; count on the stated rates, not on these rows.

SMILES	mcGAS MS inh
CC(Nc1ccc(Br)cc1)C(=O)Nc1cccc(Cl)c1Cl (centres undefined)	-1
CC1CCc2c(C(=O)NCCCC3(C4OCCO4)CCOCC3)csc2C1 (centres undefined)	-5
Fc1ccc(F)c2c1CCN(c1ncnc3nc[nH]c13)C2	-2
Cc1ccccc1CCC1CCCN(C(=O)c2cc(=O)[nH]c3ccccc23)C1 (centres undefined)	11
CC(C)c1nc2oc3ccccc3c(=O)c2c(=O)n1-c1ccccc1	-7
CCN(C(=O)c1sc(C)nc1-c1ccccc1)[C@H]1COC[C@@H]1O	0
COc1ccc(NC(=O)C2CCCCN2Cc2cnc3ccccn23)cn1 (centres undefined)	0
O=C(O)c1csc2c1CCCC2	-8
O=C(Nc1nc2c(s1)CCC2)c1ccccc1OC(F)F	-4
COC(=O)c1cccc(C(=O)N(C)Cc2ccncc2C)c1	-15
Cc1nn(C)c(C)c1-c1cc(C(=O)N2CC(c3ccncc3)C2)n(C)n1	-20
CCS(=O)(=O)c1cccc(NCc2ccccc2)c1	3
O=C1C(c2c(O)[nH]c3ccccc23)=Nc2ccccc21	-20
CC1C2C(C)N(C)C(=O)N(C)C2N(C)C(=O)N1C (centres undefined)	-8
Clc1ccc(C=Nc2ccc3c(c2)OCO3)cc1	47
O=C(Nc1ccc(NC2CCCCC2)cc1)c1nccc2ccccc12	1
Fc1c(F)c(N2CCCCCC2)c(F)c(F)c1C=CCN1CCOCC1	-1
CCOC(=O)N1CCN(C(=O)COC(=O)C23CC4CC(CC(Cl)(C4)C2)C3)CC1	-12
Cc1ccc(OCc2occc2C(=O)N2CCc3c(nc[nH]c3=O)C2)cc1	-5
CCCCNc1cnn(-c2ccc(C(F)(F)F)cn2)c(=O)c1Cl	20
Nc1ccc(-c2ncccc2O)cc1	-21
Cc1ccc2c(C)c(C(=O)N3CCCCC3c3ccccn3)oc2c1C (centres undefined)	-10
COc1ccc(CNC(=O)C(C)N2CC(C)OC(C)C2)cc1 (centres undefined)	-12
N#Cc1ccc(OCC(O)CN2CCN(S(=O)(=O)c3ccccc3Cl)CC2)cc1 (centres undefined)	-11
CC(N)(Cc1ccc(O)c(O)c1)C(=O)O (centres undefined)	-15
OC(CSc1nnc2c(Cl)cc(Cl)cn12)c1ccccc1F (centres undefined)	-31
O=C(NC(c1cccs1)C1CCCC1)c1cc(=O)c2ccccc2o1 (centres undefined)	-10
CC(C)NC(=O)c1nnc2n1CCN(C(=O)CCC1CCCC1)C2	-3
CCN(CC)C(=O)COC(=O)CN1C(=O)NC2(CCCCC2C)C1=O (centres undefined)	-6
Cc1[nH]c2ccccc2c1CC(=O)NCc1noc(C2CCCC2)n1	-3

4 entries from above, reformatted.
CCOC(=O)N1CCN(C(=O)COC(=O)C23CC4CC(CC(Cl)(C4)C2)C3)CC1
  mcGAS MS inh: -12
Cc1ccc(OCc2occc2C(=O)N2CCc3c(nc[nH]c3=O)C2)cc1
  mcGAS MS inh: -5
CCCCNc1cnn(-c2ccc(C(F)(F)F)cn2)c(=O)c1Cl
  mcGAS MS inh: 20
Nc1ccc(-c2ncccc2O)cc1
  mcGAS MS inh: -21

Next compounds follow.
SMILES	mcGAS MS inh
COc1cccc(N2CC(CNC(=O)c3ccccc3S(=O)(=O)C(F)F)OC2=O)c1 (centres undefined)	-26
CCC1c2cccn2CCN1C(=O)CCN1CCCCCC1=O (centres undefined)	-9
O=C(O)c1cc(-c2cccc3c2OCC3)cc(S(=O)(=O)N2CCCC2)c1	-8
Cc1cc(C)n(CC2(CNCc3nc(-c4ccco4)no3)CC2)n1	-13
CC(=O)Nc1cc(F)c(F)cc1NC(=O)c1ccn(-c2ccccc2)n1	2
CC(C)C(=O)NC1CCCN(C(=O)c2ccccc2C(=O)c2ccc(Cl)cc2)C1 (centres undefined)	13
CC(C)(O)C#Cc1ccc(C(=O)N2CCCC(CO)(Cc3cccc(Cl)c3)C2)cc1 (centres undefined)	-6
Cc1nc2nc(N)[nH]n2c(=O)c1Br	12&42
Cc1nccn1-c1ccc(CNC(=O)NCCC(C)c2ccccc2)cn1 (centres undefined)	-11
CCOC(=O)CCNC(=O)C1=COC2=NC(=O)NCCN12	-7
Cn1nc(C(=O)O)c2c1CCN(C(=O)c1cccc(OCC(F)(F)F)c1)C2	24
O=C(O)c1cn(C2CC2)c2cc(N3CCNCC3)c(F)cc2c1=O	-5
O=C(c1ccc(F)cc1F)N1CCN(C(C(=O)N2CCOCC2)C2CCCC2)CC1 (centres undefined)	-4
CCc1ccc(S(=O)(=O)N2CCCC(CNS(=O)(=O)c3cccs3)C2)s1 (centres undefined)	5
Cc1ccc(C(NS(=O)(=O)c2cc(F)cc(F)c2)C2CC2)cc1 (centres undefined)	5
CCCSc1nc2c(c(=O)[nH]1)C(c1ccc(C)cc1)C(C(=O)OC(C)C)C(C)=N2 (centres undefined)	-2
C=CCN(C(=O)C(C)S(C)(=O)=O)C1CCCC1 (centres undefined)	-2
CCC(C)Nc1nc(N)c([N+](=O)[O-])c(NCCO)n1 (centres undefined)	-8
O=C(Cn1ccc(C(F)(F)F)n1)Nc1cccc2c1CCCC2	-9
Cc1nc2c(s1)CCCC2NS(=O)(=O)NCc1ccccc1 (centres undefined)	-15
COc1ccc(-n2c(NC(C)=O)c[n+]3c2CCc2ccccc2-3)cc1	-7
CCCCN(CCO)C(=O)CC(C)c1cccc(F)c1 (centres undefined)	-1
O=C1c2c(O)cc(O)cc2O[C@H](c2ccc(O)c(O)c2)[C@H]1O	2
Cn1ccnc1-c1cccc(NC(=O)COc2ccc3c(c2)CCC3)c1	7
CCCCS(=O)(=O)/C=C/[C@H]1[C@H](S(=O)(=O)CCCC)[C@H]2C=C[C@@H]1C2	-4
Cc1cn2c3c(=O)[nH]c(=O)n(C)c3nc2n1-c1cccc(O)c1	1
COCC(C)NC(=O)c1c(C(F)(F)F)nn(C2CCCN(C)C2)c1C (centres undefined)	-4
CCC1c2cccn2CCN1C(=O)c1cc2ncc(CCO)cn2n1 (centres undefined)	-27
O=C(NCCc1ccccc1F)N1CCCCC1CCN1CCOCC1 (centres undefined)	-12
CCc1cc(OS(=O)(=O)c2cnc3[nH]c(=O)[nH]c(=O)c3c2)ccc1Cl	-4

Quoted from above for reference:
SMILES	mcGAS MS inh
CCCSc1nc2c(c(=O)[nH]1)C(c1ccc(C)cc1)C(C(=O)OC(C)C)C(C)=N2 (centres undefined)	-2
C=CCN(C(=O)C(C)S(C)(=O)=O)C1CCCC1 (centres undefined)	-2
CCC(C)Nc1nc(N)c([N+](=O)[O-])c(NCCO)n1 (centres undefined)	-8
O=C(Cn1ccc(C(F)(F)F)n1)Nc1cccc2c1CCCC2	-9

The list continues:
SMILES	mcGAS MS inh
Cn1c(=O)[nH]c(NCCN2CCOCC2)c([N+](=O)[O-])c1=O	-30
COc1ccc(S(=O)(=O)NC(=O)C2(C)CCN2C(=O)c2ccccc2)cc1OC (centres undefined)	-11
O=C(c1cnn(-c2ccccc2)n1)N1CCC(Cn2cccn2)CC1	-4
COC(=O)CN1CC2(CCN(Cc3ccc(Cl)cc3Cl)CC2)OC1=O	2
COC(=O)N1CCC(Nc2ccnc(-c3ccccc3)n2)CC1	-4
Cc1cc(S(=O)(=O)Nc2cnc3ccccc3c2)ccc1Br	-3
COc1ccc2sc(N(CC3CCCO3)C(=O)c3cc(C)n(C)n3)nc2c1 (centres undefined)	2
S=c1[nH]nc(N2CCOCC2)n1-c1ccccc1	-3
CCN(CC)CC(O)c1cc2cc(Br)ccc2s1 (centres undefined)	-14
NC(=O)CSc1nc2ccccc2c(=O)n1-c1ccccc1F	-13
C=CCn1nnc(NC(=O)c2cccc(OCC(C)C)c2)n1	-3
C=C1C(N)CC2CC1C2(C)C (centres undefined)	-14
O=c1c2cnn(-c3ccc(F)cc3)c2ncn1Cc1cc(=O)n2ccsc2n1	1
COc1ccc(C2CC(=O)C3C(=Nc4ccccc4NC3c3ccc(NC(C)=O)cc3)C2)cc1 (centres undefined)	-8
O=c1[nH]c(CN(Cc2ccccc2)Cc2csc(-c3ccc(F)cc3)n2)nc2ccccc12	-5

Four compounds drawn at random from those above:
SMILES	mcGAS MS inh
COC(=O)CN1CC2(CCN(Cc3ccc(Cl)cc3Cl)CC2)OC1=O	2
COc1ccc2sc(N(CC3CCCO3)C(=O)c3cc(C)n(C)n3)nc2c1 (centres undefined)	2
Cc1cc(S(=O)(=O)Nc2cnc3ccccc3c2)ccc1Br	-3
COc1ccc(S(=O)(=O)NC(=O)C2(C)CCN2C(=O)c2ccccc2)cc1OC (centres undefined)	-11

Continued:
SMILES	mcGAS MS inh
Cn1nc2nc(N3CCN(c4cccc(C(F)(F)F)c4)CC3)nc(-c3cccs3)c2c1N	-3
OCc1cc(Br)ccc1Oc1ccnc2cc(Cl)ccc12	-1
O=c1ccc(-c2ccccc2)nn1CCCNS(=O)(=O)c1ccc(C(F)(F)F)cc1	4
Cc1ccc(-c2ccnc(-c3ccc(C(=O)O)s3)n2)c(C)n1	-4
CC1CC1C(=O)NCCc1ccc(F)cc1Cl (centres undefined)	-1
CN(Cc1cccc(Cl)c1Cl)C(=O)Nc1ccccn1	-13
CO[C@H]1/C=C/O[C@@]2(C)Oc3c(C)c(O)c4c(O)c(c5c(nc6cc(C)ccn65)c4c3C2=O)NC(=O)/C(C)=C\C=C\[C@H](C)[C@H](O)[C@@H](C)C(O)[C@@H](C)[C@H](OC(C)=O)[C@@H]1C (some centres undefined)	-5
O=c1ccc(-c2cccnc2)nn1CCNS(=O)(=O)c1ccc(C(F)(F)F)cc1	-8
COc1ccc(S(=O)(=O)N2CCN(c3nc4ccccc4c(=O)n3C)CC2)cc1	-6
CCOC(=O)C1CCCN(CC(=O)N2CCNC2=O)C1 (centres undefined)	-13
O=C(CCCc1ccccc1)N1CCN(c2ccc3nnc(-c4ccco4)n3n2)CC1	-1
O=C(Cc1ccc2c(c1)OCO2)N1CCOC(c2ccccc2)C1 (centres undefined)	-3
CS(=O)(=O)NC(=O)C(Sc1ccccc1F)c1ccccc1 (centres undefined)	-6
CC(C)NC(=O)CC1Sc2ccc(C(F)(F)F)cc2NC1=O (centres undefined)	-17
O=C(NCC(=O)N1CCCCC1)c1sc2ccccc2c1Cl	17
COc1cc(C#N)ccc1OC(C)C(=O)Nc1cccc(C)c1 (centres undefined)	1
CCOC(=O)C1(CCOc2ccccc2)CCCN(C(=O)C2CCOCC2)C1 (centres undefined)	-12
O=C(NCC1CC1)c1cnc(N2CCN(Cc3ccccc3)C2=O)s1	-7
O=c1oc2ccccc2n1CN1CCCC1c1nc2ccccc2s1 (centres undefined)	-6
Cc1cc2c(c(=O)n1C)C(C(C)C)C(C#N)C(=N)O2 (centres undefined)	-2
Cc1nn(C)cc1CN1CCc2ccc(NC(=O)C3CCCO3)cc2C1 (centres undefined)	3
NC(=O)CSc1ncnc2nc[nH]c12	-5
CCC(C)N(CC(=O)Nc1nc(C)c(C)s1)S(=O)(=O)c1ccc2ccccc2c1 (centres undefined)	-7
COc1ccnc(Nc2ccc3c(c2)nc2n3CCCCC2)n1	-1
COc1ccc(Oc2cc(-c3ccccc3)nc(SCc3cccc([N+](=O)[O-])c3)n2)cc1	-8
NC(=S)NN=Cc1ccc(Cl)cc1Cl	-6
O=C(O)C=CC1=Cc2ccccc2OC1	14
Fc1ccc2nc(NCCCn3ccnc3)sc2c1	2
CC(C)N1CCCN(C(=O)C(=O)Nc2ccc(Cl)cc2F)CC1	-15
CCc1ccc(CN(C)C(=O)c2cc(COc3ccc4ncccc4c3)on2)nc1	-7
Cc1ccc(CN(C)CC(=O)NC(=O)Nc2ccccc2F)o1	-12
CCc1nnc(-c2cc3ccccc3[nH]2)o1	1
CCc1cccc(CC)c1-n1c(CNC(=O)c2ccccc2C(F)(F)F)nnc1SCC(=O)N1CCc2ccccc21	2
NCc1ccc(Cn2cccn2)cc1	-1
COc1cccc(-c2cc(CC3(O)CCN(CC4CC=CCC4)CC3)on2)c1 (centres undefined)	-7
Cc1nonc1OCCNC(=O)c1c(C)nc2sccn12	-5
Cn1cnc2c1c(=O)n(CCCSc1nnc(N)s1)c(=O)n2C	-5
CC(C)(C)c1ccccc1OCC(=O)N1CCCNCC1	-10
CS(=O)(=O)N1CCN(c2nc(C(F)(F)F)nc3ccsc23)CC1	-2
CCOc1ncc(C(=O)Nc2c(C)n[nH]c2C)cc1Cl	-36
CC(C)C1CC(C)(C)c2ccc(O)cc21 (centres undefined)	0
CCn1cc(NC(=O)NCCn2ccc3ccccc32)c2ccccc21	-3
C=CCN(Cc1ccccc1OC)C(=O)C(C)c1ccccc1 (centres undefined)	-33
CC(C)CCn1c2ccccc2c2nc3ccccc3nc21	-4
C(#Cc1ccccc1)CN1CCN(C/C=C/c2ccccc2)CC1	4
Cc1nccn1CC1(CNC(=O)c2ccc3cccc(F)c3n2)CC1	12
CN1CCN(C(=O)CCC2CCCN(Cc3sc4ccccc4c3Cl)C2)CC1 (centres undefined)	-13
C=CCn1c(SCC(=O)C(C#N)=C(C)N)nnc1C1CCCCC1	-41
O=C(CSc1nnc(-c2ccco2)o1)N(C1CCCCC1)C1CCS(=O)(=O)C1 (centres undefined)	-5
O=C(NC1CCCCC1)C1CCC(=O)N(C2CC2)C1 (centres undefined)	-8
COC(=O)CCCC(=O)N1CCCC(C(=O)c2ccc(-c3ccccc3)c(F)c2)C1 (centres undefined)	-1
Cc1nc2sc(C)c(C)n2c(=O)c1NC(=O)COc1ccc(Cl)cc1Cl	-5
CC1CC(C)CN(c2nc3c(c(=O)[nH]c(=O)n3C)n2CCCSc2nc3ccccc3s2)C1 (centres undefined)	-5
O=C(c1ccoc1)N(Cc1ccccc1)CC1(O)CCCC1	-5&0
CN(C)c1ccc(CNC(=O)C2=COC3=NC(=O)NCCN23)cc1	-7
C=C(C)Cn1c(=O)c2c(nc3n(-c4ccccc4Cl)c(C)cn23)n(C)c1=O	-8
CCOc1ccc(C(C)(C)C)cc1S(=O)(=O)NCc1ccc2c(c1)OCO2	6
Cn1c(=O)n(C)c2cc(S(=O)(=O)N3CCOCC3)ccc21	-27
